# Pf gamet viab – inhibitors of late stage P. falciparum gametocyte viability; P. falciparum stage V gametocytes, ATP luminescence, 24 h; inhibition, % at 10.9 µM; AID 743093; 0.065% of 150,000 active;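 active means inhibition above the mean plus 3 SD of compounds within the control limits, set per campaign, cut at about 38% in these data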;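 further: 0% = DMSO wells and 100% = medium only without gametocytes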
# Rab7 wt GTP bind – alters GTP binding to wildtype dog Rab7; GST-Rab7 beads, fluorescent GTP binding, flow cytometry; actives lie on both sides; untreated = 100%, excess cold GTP = 0%; GTP binding activity (percent of control), % at 10 µM; 0.055% of 190,000 active;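 active means fluorescent GTP binding to Rab7 beads changed by at least 20 points from the 100% baseline, either direction, mostly lower; inconclusive means compound itself probably fluorescent, or too few beads counted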;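 further: median green fluorescence of bound Bodipy-FL-GTP per Rab7 bead population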
# Avidin fluor – avidin bead compound fluorescence profile; Avidin beads, compound fluorescence 488/530 nm, flow cytometry; hits give high values; fluorescence (KMESF) at 10 µM; 0.38% of 220,000 active; in the data active means fluorescence above about 47; further: inactives centre near 10
# Rac1 wt modul – modulators of human Rac1 wildtype GTP binding. GTP binding activity (% of control), % at 10 µM. P63000. 0.27% of 190,000 active. GST-Rac1 beads, fluorescent GTP binding, flow cytometry; actives lie on both sides; 0 = cold GTP competed, 100 = untreated;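 active means GTP binding activity at least 20 points away from the 100% control level, either lower or higher; inconclusive means compound flagged as likely green fluorescent, judged across all proteins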
# Rab2 wt GTP – changes GTP binding to wildtype dog Rab2A, up or down. P61105. GST-Rab2 wt beads, Bodipy-GTP binding, flow cytometry. GTP binding activity, % at 10 µM. 0.19% of 190,000 active. AID 760;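 active means GTP binding activity at least 20 points away from 100%, either lowered or raised; inconclusive means signal likely due to the compound's own green fluorescence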;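 further: 0% = beads with excess unlabeled GTP and 100% = no-compound control corrected for plate trend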
# Rac1 act GTP bind – human Rac1 activated mutant GTP binding change | P63000 | GST-Rac1 activated beads, fluorescent GTP binding, flow cytometry; actives lie on both sides; 100% means binding = to untreated wells | percent activity (GTP binding), % at 10 µM | 0.11% of 190,000 active | AID 764;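 active means GTP binding at least 20 percentage points away from the 100% baseline, in either direction, so actives lie on both sides; inconclusive means Compound likely fluorescent itself, or too few beads counted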
# ABCB1 block – inhibitors of human ABCB1 transporter, ABCG2 counter-screen; P08183; CCRF-Adr cells, JC-1 efflux, flow cytometry; inhibition, % at 6.6 µM; 0.067% of 190,000 active; AID 1326; in the data active means inhibition above about 40%;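 further: 0% = vehicle and 100% = reference inhibitor; higher value means more JC-1 retained so stronger ABCB1 efflux block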
# Cdc42 wt – human Cdc42 wildtype GTP binding change, either direction; 0.2% of 190,000 active; percent activity (GTP binding), % at 10 µM; P60953; GST-Cdc42 beads, Bodipy-GTP binding, flow cytometry; actives lie on both sides;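 active means percent activity GTP binding at least 20 points away from the 100% baseline, either down as inhibitor or up as activator; inconclusive means compound flagged as likely green fluorescent from well-wide comparison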;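 further: median bead fluorescence of bound Bodipy-FL-GTP at 100 nM; 0% = excess unlabeled GTP control and 100% = no compound control; below 100% means less GTP binding so inhibitor and above means activator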
# Target sequence (P60953 whole entry, looked up): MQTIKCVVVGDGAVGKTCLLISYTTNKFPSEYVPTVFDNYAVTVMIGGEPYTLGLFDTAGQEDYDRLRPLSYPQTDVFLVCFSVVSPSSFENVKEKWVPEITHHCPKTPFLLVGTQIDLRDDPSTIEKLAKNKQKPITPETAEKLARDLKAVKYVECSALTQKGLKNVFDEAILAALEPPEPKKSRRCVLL
# Mcl1-Noxa inh – disrupts binding of human Mcl-1 to Noxa peptide. Q07820. TR-FRET Mcl-1/Noxa peptide binding, 2 h. inhibition, % at 21.7 µM. 1.5% of 220,000 active. AID 1022;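 active means compounds that cut the protein-peptide binding signal by more than 50% relative to plate controls in a single-dose test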;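 further: His-tagged Mcl-1 with rhodamine Noxa BH3 peptide and terbium anti-His antibody; 0% = Mcl-1 plus Noxa peptide wells and 100% = peptide-only wells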
# Target sequence (Q07820 whole entry, looked up): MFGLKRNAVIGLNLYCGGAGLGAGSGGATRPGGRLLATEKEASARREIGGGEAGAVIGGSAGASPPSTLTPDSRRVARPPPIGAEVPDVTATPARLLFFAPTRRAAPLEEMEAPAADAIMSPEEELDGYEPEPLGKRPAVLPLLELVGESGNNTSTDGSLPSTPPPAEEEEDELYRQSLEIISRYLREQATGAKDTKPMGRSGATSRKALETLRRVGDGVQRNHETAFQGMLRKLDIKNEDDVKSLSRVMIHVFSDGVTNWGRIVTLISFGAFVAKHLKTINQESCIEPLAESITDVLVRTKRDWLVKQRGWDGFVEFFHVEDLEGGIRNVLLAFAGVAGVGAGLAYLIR
# HRas wt GTP bind – human HRas wildtype GTP binding, change in either direction; P01112; GST-Ras wt beads, Bodipy-FL-GTP binding, flow cytometry; actives lie on both sides; GTP binding activity, % at 10 µM; 0.14% of 190,000 active; AID 759;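 active means GTP binding activity at least 20% away from the 100% baseline, either lowered as inhibitor or raised as activator; inconclusive means flagged as likely green fluorescent, judged across all proteins in the well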;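 further: 0% = unlabeled GTP competition control and 100% = no-compound control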
# Target sequence (P01112 whole entry, looked up): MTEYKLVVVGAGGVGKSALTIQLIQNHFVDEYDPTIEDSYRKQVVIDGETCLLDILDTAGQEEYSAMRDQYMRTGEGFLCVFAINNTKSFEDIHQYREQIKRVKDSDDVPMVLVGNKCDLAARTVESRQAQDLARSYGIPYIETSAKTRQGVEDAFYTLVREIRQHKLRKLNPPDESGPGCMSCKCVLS
# ABCG2 block – inhibitors of human ABCG2 transporter, ABCB1 counter-screen; AID 1325; 0.1% of 190,000 active; Q9UNQ0; inhibition, % at 6.6 µM; IgMXP3 cells, JC-1 efflux, flow cytometry;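 active means inhibition above 80%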;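 further: 0% = DMSO and 100% = nicardipine control wells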
#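 System: two drug-resistant human cell lines, ABCG2 and ABCB1; controls: nicardipine high and DMSO low controls; times: 10 min exposure at 25 °C with rotation, no wash; detection: flow cytometry of retained JC-1 fluorescence; read-out basis: percent efflux inhibition, scaled nicardipine 100% to DMSO 0%; doses: one concentration, 6.6 µM final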
# Starred values were filed as active, the others as inactive; ? = inconclusive; . = no result given.
SMILES,Pf gamet viab,Rab7 wt GTP bind,Avidin fluor,Rac1 wt modul,Rab2 wt GTP,Rac1 act GTP bind,ABCB1 block,Cdc42 wt,Mcl1-Noxa inh,HRas wt GTP bind,ABCG2 block
CCCn1c(=N)c(C(=O)NC2CCCC2)cc2c(=O)n3cccc(C)c3nc21,.,102,7,101,100,99,-0.6,102,11,100,0
CCCCSc1nc2sc3c(c2c(=O)[nH]1)CCC3,-23,99,17,103,103,98,-0.2,103,6,102,4
Cn1c(C(=O)OC(C(=O)NCc2ccco2)c2ccncc2)cc2sccc21 (stereo not given),.,101,6,95,96,94,0.5,96,-5,96,1
Cc1cc(C)cc(Oc2cc(NC(=O)c3cn(C)nc3C)cc([N+](=O)[O-])c2)c1,19,104,12,109,102,100,3.2,106,11,106,9
COc1ccc(C2N(c3cccc(Cl)c3)C(=O)C3CCCN32)cc1 (stereo not given),.,100,5,95,98,96,0.3,97,9,97,1
CN(C)CCN=Cc1c(O)n(Cc2ccccc2)c(=O)c2ccccc12,-12,106,29,96,98,96,0.6,96,15,98,4
O=C(CN1C(=O)NC(c2ccccc2)(c2ccccc2)C1=O)c1c[nH]c2ccccc12,.,93,12,95,95,95,-0.6,95,12,97,-3
O=C(Cn1cnc2ccccc21)N/N=C/c1ccccc1[N+](=O)[O-],-2,97,16,101,100,102,-0.2,100,-6,101,0
COc1cc(/C=C2\CCc3ccccc3C2=O)cc(OC)c1OC,.,102,5,109,96,102,2.4,102,14,100,10
C/C(CCc1ccco1)=N/NC(=O)CCC(=O)Nc1ccc(Br)cc1,-25,102,16,107,101,99,-0.4,104,19,102,9
CCOC(=O)NC(=O)/C(C#N)=C\Nc1sccc1C(=O)OC,7,96,8,96,89,89,-0.5,89,19,83,0
O=C(Nc1cccc2ccccc12)OCc1cncs1,.,100,9,97,96,96,-0.5,95,-3,98,8
O=C(OCC(=O)N1CCCc2ccccc21)c1cncc(Br)c1,8,96,17,103,97,100,0.0,101,2,99,-1
CC1CCN(C(=O)C2CCCN(S(C)(=O)=O)C2)CC1 (stereo not given),-38,101,7,101,101,100,0.0,101,-8,101,0
CCOC(=O)C(CCSC)NC(=O)CN (stereo not given),-11,102,4,100,101,98,0.1,100,-14,99,0
C=CCc1c(C)nc(N)[nH]c1=O,19,98,21,105,100,97,0.8,101,13,101,1
CC1CC(C)CN(CC(C)(C)NS(=O)(=O)c2ccc(Cl)cc2)C1 (stereo not given),.,101,9,101,99,98,0.2,99,-4,99,1
Cc1ncsc1CCOC(=O)c1ccc(N2CCOCC2)c([N+](=O)[O-])c1,-46,99,8,98,96,96,3.0,98,-2,97,7
O=C(O)CCC(=O)NNC(=O)COc1ccc2ccccc2c1Br,-2,95,11,97,95,95,0.2,96,12,96,1
CC(C)CN(CC(C)C)C(=O)CC(=O)NC(=O)c1ccc(Cl)cc1,.,99,13,102,103,100,-0.2,104,13,103,6
Cc1ccc(C(=O)NCc2ccco2)cc1S(=O)(=O)Nc1cccc(C)c1C,.,99,8,110,101,101,0.4,103,19,102,1
Cc1cc(-c2csc(N)n2)c(C)n1CCc1ccccc1,.,99,7,100,99,97,0.5,100,17,99,3
CCn1c(-c2cc(-c3ccccc3OC)nc3ccccc23)n[nH]c1=S,-8,102,16,102,100,103,2.6,99,20,103,8
O=[N+]([O-])c1nn(-c2cccc(Cl)c2)n(O)c1=NCc1cccnc1,7,96,11,101,99,96,1.2,100,24,97,28
CCN(CCNCC(O)COCc1ccc(Cl)cc1)c1cccc(C)c1 (stereo not given),20,103,14,95,97,90,1.0,95,29,94,0
Cc1ccc(-n2nnnc2C(Cl)(Cl)c2nnnn2-c2ccc(C)cc2)cc1,.,106,7,112,103,99,-3.0,104,53*,101,-14
CCCC(=O)Nc1ccc2c(c1)nc1n2CCSC1,-46,100,20,104,101,99,0.8,104,16,102,5
CCOC(=O)N1CCC(N(CCN(C)C)C(=S)Nc2cccc(OC)c2)CC1,-17,104,9,95,98,93,-0.1,95,4,95,0
COc1ccc(C2CC(c3ccc(Cl)cc3Cl)n3nc(N)nc3N2)cc1 (stereo not given),.,101,23,104,104,101,0.5,99,7,99,2
CCOC(=O)C1=C(c2ccccc2)O/C(=C(/C(=O)OC)C(F)(F)F)S1,19,98,13,101,97,98,0.3,100,8,99,5
O=C(NCCCN1CCOCC1)C(=O)NCCc1ccccc1,-22,97,6,95,96,92,0.8,89,4,95,5
CCOC(=O)c1cc2cc(OC)ccc2[nH]1,-10,102,37,101,101,100,0.3,103,-10,102,4
Cc1ccc(-c2n[nH]c(=S)n2/N=C/C=C\c2ccccc2[N+](=O)[O-])cc1,-10,101,9,102,97,97,-0.6,101,-15,99,-2
CCOC(=O)C1=NN(C(C)=O)C2(CC(=O)N(c3cccc(C)c3)C2=O)C1 (stereo not given),-5,100,15,104,98,101,0.3,101,-3,100,0
C=CCOC(=O)C1=C(C)NC(SCC(=O)Nc2nccs2)=C(C#N)C1c1ccc(Cl)cc1 (stereo not given),.,100,14,99,101,97,-6.5,99,-2,101,-3
COc1cccc(Cn2nnc(C(=O)NCc3ccc(F)cc3)c2N)c1,.,98,6,100,101,101,0.1,99,-1,101,0
C=CCc1c(C)nc(-c2ccccc2)nc1N/N=C/c1ccccc1,17,102,10,106,99,99,0.8,104,16,102,21
Cc1nn(C2CCS(=O)(=O)C2)c(Cl)c1/C=C/C(=O)OCC(=O)Nc1ccccc1OC(F)F (stereo not given),.,104,9,109,103,103,1.2,104,-2,104,5
COc1cc([N+](=O)[O-])ccc1NC(=O)CSc1ccccn1,.,101,7,99,97,97,2.0,99,13,98,17
Cc1ccc(C)c(NS(=O)(=O)c2ccc(OCC(=O)N3CCOCC3)cc2)c1,.,101,39,98,97,97,0.5,96,2,97,4
O=C(Nc1nnc(C2CC2)o1)c1ccc(S(=O)(=O)N2CCc3ccccc3C2)cc1,-14,95,5,95,93,92,0.0,92,-130,95,2
O=C(CCCC(=O)OCC(=O)c1ccc(F)cc1)Nc1cc(C(F)(F)F)ccc1Cl,18,98,11,99,101,100,1.1,101,19,101,7
c1ccc2cc3[nH]c(CN4CCCCC4)nc3cc2c1,.,94,7,96,96,96,0.4,94,11,96,5
NC(=S)Nc1ncc(CCN2CCOCC2)c(-c2ccc(F)cc2)n1,.,97,3,96,96,94,1.8,98,13,95,7
COc1ccc(CCNc2oc(-c3ccccc3OC)nc2C#N)cc1,.,99,6,102,99,99,0.2,101,-7,101,1
Cc1oc2c(c1C(=O)NCCCC(=O)O)CCCC2,.,93,15,92,94,92,-0.1,95,0,95,0
CCN(CC)S(=O)(=O)c1ccc(N2CCN(c3cccc(OC)c3)CC2)c([N+](=O)[O-])c1,-16,95,1,105,98,98,1.4,98,1,98,16
COc1cc(C2Nc3ccccc3C(=O)N2c2ccccc2)c(Br)cc1OCC(=O)O (stereo not given),-15,102,4,105,101,103,0.2,100,12,102,-2
Cc1ccc(-n2c(SCC(=O)Nc3ccc4c5c(cccc35)CC4)nc(O)c(C)c2=O)cc1,7,?,4,?,?,?,-0.2,?,5,?,-5
Cc1ccc(NC(=O)CN2C(=O)C3C4C=CC(C4)C3C2=O)cc1S(=O)(=O)N(C)C (stereo not given),-20,?,17,?,?,?,0.1,?,14,?,2
Cn1c(SC2=CS(=O)(=O)c3ccccc32)nc2ccccc21,-2,102,14,86,98,96,0.7,90,2,95,5
CC(C)(C)N1C(=O)c2ccccc2NC(=O)N1Cc1ccccc1,.,98,9,104,99,95,-0.2,96,19,96,2
O=C(CCN1CCOCC1)Nc1c(-c2ccccc2)c2cc(Br)ccc2[nH]c1=O,-13,99,37,102,99,101,0.2,102,-15,101,1
O=C(c1ccc(COc2ccccc2Cl)o1)N1CCN(c2ccccc2)CC1,.,99,8,104,98,96,0.1,100,16,99,3
COc1ccc2c(c1O)Cc1ccccc1C2=O,.,98,3,97,95,97,-0.6,97,52*,96,-9
CCc1nnc(NC(=O)CSc2nc(-c3ccc(OC)cc3)ns2)s1,.,102,8,99,99,97,-0.5,98,24,98,18
CS(=O)(=O)n1nc(OC(=O)c2cccc3ccccc23)cc1N,.,102,9,106,102,98,0.5,101,8,103,4
C/C(=N/NC(=O)c1cc2ccccc2cc1O)C1C(=O)c2ccccc2C1=O,8,95,.,106,99,97,-2.0,101,92*,99,-7
O=C(CCSc1ccccc1)Nc1nc2c(s1)CCCC2,.,99,11,101,101,100,0.6,101,-1,102,2
C=C(C)CN(CC)CCC(=O)Nc1ccc(OC)cc1OC,-13,107,14,108,104,104,0.3,107,13,104,1
# The list continues.
SMILES,Pf gamet viab,Rab7 wt GTP bind,Avidin fluor,Rac1 wt modul,Rab2 wt GTP,Rac1 act GTP bind,ABCB1 block,Cdc42 wt,Mcl1-Noxa inh,HRas wt GTP bind,ABCG2 block
CCN(C1CCCCC1)S(=O)(=O)c1ccc(S(=O)(=O)NCc2ccncc2)cc1,.,100,26,99,96,94,1.8,101,11,99,4
Cc1c(C(=O)NCc2ccc(S(N)(=O)=O)cc2)oc2ccc(Cl)cc12,-13,106,8,99,98,94,0.2,96,10,97,4
COc1ccc(C2C(C(=O)Nc3cc(C)on3)c3ccccc3C(=O)N2C)cc1 (stereo not given),.,103,12,100,102,93,3.8,99,2,101,20
COc1ccc(CCNC(=O)C2Cc3ccccc3C(=O)O2)cc1 (stereo not given),-6,100,9,98,97,94,0.5,96,6,97,3
COc1cc(Br)c(CCNC(=O)c2ccco2)cc1OC,-8,100,8,96,96,94,0.5,91,-1,95,20
OCCN1CCN(CC#CCn2c3ccccc3c3ccccc32)CC1,.,100,4,100,96,97,-2.2,94,18,97,-3
COc1cc(-c2nnc(-c3ccc(N4CCOCC4)cc3)o2)cc(OC)c1OC,9,97,8,100,99,98,3.7,99,.,97,13
CCOC(=O)c1sc2cccc(F)c2c1N,.,99,7,105,100,97,0.1,100,15,99,2

# Structures above that have a COOH group (3):
SMILES,Pf gamet viab,Rab7 wt GTP bind,Avidin fluor,Rac1 wt modul,Rab2 wt GTP,Rac1 act GTP bind,ABCB1 block,Cdc42 wt,Mcl1-Noxa inh,HRas wt GTP bind,ABCG2 block
O=C(O)CCC(=O)NNC(=O)COc1ccc2ccccc2c1Br,-2,95,11,97,95,95,0.2,96,12,96,1
Cc1oc2c(c1C(=O)NCCCC(=O)O)CCCC2,.,93,15,92,94,92,-0.1,95,0,95,0
COc1cc(C2Nc3ccccc3C(=O)N2c2ccccc2)c(Br)cc1OCC(=O)O (stereo not given),-15,102,4,105,101,103,0.2,100,12,102,-2
